PLC-beta3 inh = blocks human PLC-beta3 enzyme activity; Q01970; Purified PLC-beta3, fluorogenic substrate, fluorescence; inhibition, % at 12.2 µM; 370,000 tested, 0.18% active; AID 720704; in the data active = inhibition above about 11%;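 note: 0% = median of compound wells on plate and 100% = full blocker control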
DDE Tn7 FP inh = DD(E)-Tn7 binding inhibition, primary FP screen; P02675; FP displacement of FITC-Tn7 peptide from fibrin DD(E); 0% = median of compound wells per plate; inhibition, % at 8.3 µM; 370,000 tested, 0.13% active;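 active = inhibition above the mean of compounds falling within the control limits plus 3 SD of them, cut at about 14% in these data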;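 note: 0% = plate median of compound wells and 100% = 10 µM Aha-Tn7 peptide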
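system = human fibrin DD(E) protein | quantity = DD(E) 2 µM final | medium = Tris/NaCl/CaCl2 buffer, pH 7.8 | also added = labelled Tn7 tracer, 0.1 µM | compound dosing = single point at 8.3 µM | timing = compound with protein 10 min, then 3 h after probe, room temperature | signal = FP measurement | benchmarks = Aha-Tn7 high control | repeats = one replicate per compound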
ASAP1 GAP inh = blocks human ASAP1-stimulated Arf1 GTP hydrolysis | Q9ULH1 | GDP FP detection | inhibition, % at 16.5 µM | 360,000 tested, 0.19% active | AID 624377; in the data active = inhibition above about 25%;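 note: 0% = vehicle with enzyme and substrate and 100% = no enzyme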
Target sequence (Q9ULH1 325-724 limits assumed): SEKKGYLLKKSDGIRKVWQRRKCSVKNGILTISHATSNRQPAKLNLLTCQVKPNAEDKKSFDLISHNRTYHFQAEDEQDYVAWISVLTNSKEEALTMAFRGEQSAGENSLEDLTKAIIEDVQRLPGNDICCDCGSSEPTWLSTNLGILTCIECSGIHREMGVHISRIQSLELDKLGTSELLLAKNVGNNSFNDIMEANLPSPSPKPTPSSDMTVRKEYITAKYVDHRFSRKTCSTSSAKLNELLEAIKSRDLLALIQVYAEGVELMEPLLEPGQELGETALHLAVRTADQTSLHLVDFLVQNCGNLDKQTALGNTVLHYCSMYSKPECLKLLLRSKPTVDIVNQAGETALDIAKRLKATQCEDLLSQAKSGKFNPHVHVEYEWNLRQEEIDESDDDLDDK
ARFGAP1 inh = inhibits rat ARF GTPase activating protein 1; Q62848; Arfgap1-stimulated ARF1 GTP hydrolysis, GDP FP detection; inhibition, % at 16.5 µM; 360,000 tested, 0.26% active; AID 651572;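 active = inhibition above a per-plate limit, mean inhibition of low control wells plus 3 SD, cut at about 25% in these data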;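 note: 0% = DMSO wells with enzyme and 100% = wells lacking Arfgap1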
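Assay system: purified rat His6-Arfgap1 residues 1-136 (GAP domain); Reagent: human Δ17 ARF1 bound to GTP; Dosing: 16.5 µM single point, 1.26% DMSO; Times: GTP hydrolysis reaction 2 h at 25 °C; Signal: FP, GDP Alexa 633 tracer displaced from anti-GDP antibody, 620/688 nm; Measure: % inhibition from polarization.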
MBD2 inh = blocks human MBD2 binding to methylated DNA; Q9UBB5; TR-FRET, MBD2 binding to methylated oligonucleotide; inhibition, % at 4.4 µM; 370,000 tested, 0.31% active; in the data active = inhibition above about 13%
DDE Tn6 FP inh = disrupts Tn6 cyclic peptide binding to fibrin D-Dimer-E complex; P02675; Fibrin DD(E) TRITC-Tn6 fluorescence polarization displacement; inhibition, % at 8.3 µM; 370,000 tested, 0.21% active;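 active = inhibition above a per-campaign cutoff: mean of compounds within control limits plus 3 SD, cut at about 15% in these data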;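 note: 0% = median of all compound wells on the plate and 100% = blocking peptide control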
PLC-gamma1 inh = PLC-gamma1 (human) inhibition, primary screen | P19174 | purified PLC-gamma1, fluorogenic substrate, fluorescence | 370,000 tested, 0.84% active | inhibition, % at 12.2 µM; in the data active = inhibition above about 9.5%
KLK7 zymogen act = proKLK7 (human) activation, primary screen; P49862; purified proKLK7, EDANS-DABCYL substrate fluorescence; 100% is mature enzyme control, 0% vehicle; activation, % at 7 µM; 370,000 tested, 0.9% active;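 active = activation above the mean of all tested compounds plus 3 SD, computed per campaign excluding outliers beyond control limits, cut at about 13% in these data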
ADAM17 inh = inhibitors of human ADAM17. 370,000 tested, 0.83% active. AID 720648. P78536. inhibition, % at 6.95 µM. recombinant ADAM17, EDANS/DABCYL FRET peptide cleavage;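 active = inhibition above the mean of compounds lying between control limits plus 3 SD, set per campaign, cut at about 8.5% in these data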;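 note: 0% = DMSO-only wells as the low control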
Target sequence (P78536 215-824 limits assumed): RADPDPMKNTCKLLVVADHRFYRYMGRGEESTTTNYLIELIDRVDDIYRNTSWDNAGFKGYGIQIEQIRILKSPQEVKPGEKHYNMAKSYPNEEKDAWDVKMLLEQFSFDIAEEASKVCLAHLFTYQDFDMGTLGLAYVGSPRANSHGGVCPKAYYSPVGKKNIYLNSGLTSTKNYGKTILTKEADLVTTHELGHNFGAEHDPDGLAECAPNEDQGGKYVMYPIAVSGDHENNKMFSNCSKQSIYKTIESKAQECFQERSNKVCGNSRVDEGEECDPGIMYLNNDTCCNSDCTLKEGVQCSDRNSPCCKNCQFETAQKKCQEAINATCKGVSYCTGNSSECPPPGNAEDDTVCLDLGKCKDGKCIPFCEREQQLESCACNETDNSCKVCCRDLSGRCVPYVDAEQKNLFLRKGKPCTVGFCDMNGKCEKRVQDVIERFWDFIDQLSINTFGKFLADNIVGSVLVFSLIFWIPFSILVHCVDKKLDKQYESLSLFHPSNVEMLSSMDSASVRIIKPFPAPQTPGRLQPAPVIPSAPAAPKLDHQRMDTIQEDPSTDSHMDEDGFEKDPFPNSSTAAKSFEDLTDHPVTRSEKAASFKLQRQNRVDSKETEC
UHRF1 MBD2 ctr = UHRF1 methyl-DNA binding inhibition; 370,000 tested, 0.75% active; AID 687016; UHRF1 binding to methylated oligo, TR-FRET; inhibition, % at 4.4 µM; in the data active = inhibition above about 21%;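 note: UHRF1 SRA domain binding a hemimethylated CpG hairpin DNA probe; 0% = median of test compound wells and 100% = reference inhibitor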
Active calls of the source: *; i = inactive.

PLC-beta3 inh,DDE Tn7 FP inh,ASAP1 GAP inh,ARFGAP1 inh,MBD2 inh,DDE Tn6 FP inh,PLC-gamma1 inh,KLK7 zymogen act,ADAM17 inh,UHRF1 MBD2 ctr,compound
-2,-2,1,-2,5,0,-2,0.4,-6,-4,O=CN1CCN(C(C(=O)NC2CCCC2)c2ccc(Cl)cc2)CC1 (stereo unspecified)
-10,5,0,3,-1,5,-3,-0.3,-3,0,Cc1ccc(SCCc2cc[n+](CC(=O)c3ccccc3)cc2)cc1
-1,-4,1,-6,0,2,1,0.6,2,2,CC1(CCc2ccccc2)NC(=O)NC1=O (stereo unspecified)
0,-1,7,4,-4,1,1,0.1,1,-1,C/C(=N\NC(=O)c1cccc(N2CCCC2=O)c1)c1ccc(N)cc1
-2,-5,-4,-3,-4,0,1,-0.4,0,0,O=c1[nH]c2ccc(NS(=O)(=O)c3ccc([N+](=O)[O-])cc3)cc2[nH]1
1,-6,4,-7,0,5,1,0.4,0,5,CC(C)Cn1c(=O)[nH]c2ccccc21
-2,-4,4,-4,0,0,9.6*,0.4,4,6,CCOC(=O)C1CCN(C(=O)CCn2c(=O)oc3ccccc32)CC1
-8,-1,13,5,-2,-3,2,0.3,0,-1,CSc1ccc(S(=O)(=O)NCC(=O)OCC(=O)NCCc2ccccc2)cc1[N+](=O)[O-]
0,3,-5,12,5,-10,-4,0.2,-4,1,CCCOc1ccc(C(=O)CCC(=O)OC(C)C(=O)Nc2ccc(NC(C)=O)cc2)cc1 (stereo unspecified)
-1,-6,9,10,-5,-3,3,0.5,2,-2,COCCn1c(C)cc(O)c(C(=O)Nc2cccc(Cl)c2)c1=O
0,7,-19,8,2,-1,2,-0.7,-4,-2,CN(C)S(=O)(=O)N1CCN(S(=O)(=O)c2ccc3ccccc3c2)CC1
-2,-5,-7,-10,-2,4,-2,0.0,1,-2,Cc1[nH]n(-c2ccccc2)c(=O)c1C(=O)Nc1ccccc1
3,-2,-4,-7,-5,6,1,-0.7,2,1,Cc1nn(C)c(C)c1NS(=O)(=O)c1ccccc1
-8,-12,8,-1,1,-1,1,-0.2,-2,-3,Cc1ccc(-c2nn(-c3ccccc3)cc2C(=O)NCCCN2CCOCC2)cc1
3,3,8,3,2,0,3,0.1,3,1,COc1ccccc1CNC(=O)c1cc(-c2ccccc2)nn1CC1CC(c2cccc([N+](=O)[O-])c2)=NO1 (stereo unspecified)
-3,6,10,3,0,2,1,0.1,-7,0,O=S(=O)(c1ccccc1)N1CCCC1c1cccs1 (stereo unspecified)
-13,4,3,-7,-1,0,-5,0.3,-3,-2,O=c1cc(CN2CCN(c3ccc(O)cc3)CC2)nc2scc(-c3ccccc3)n12
-19,-3,1,-5,3,1,-9,0.6,-3,-1,CCCc1cc(=O)[nH]c(SCC(=O)Nc2sc3c(c2C#N)CCC(C)C3)n1 (stereo unspecified)
4,-2,14,7,-2,1,5,-0.5,8,-2,Cc1cc(C(=O)Nc2ccc(N3CCCC3)c(Cl)c2)ccc1[N+](=O)[O-]
-1,-3,-1,-3,2,-2,-4,-0.2,-1,41*,C/C(=N\NC(=O)c1sccc1-n1cccc1)c1cccs1
-1,-7,-6,4,-3,-4,6,0.8,1,0,Cc1ccc(/C(N)=N/OC(=O)Cc2cccs2)cc1
-9,-4,-10,9,1,0,-3,-0.4,-21,-2,CC1(C(=O)NCc2cccs2)Cc2c(-c3ccc4c(c3)OCO4)ccnc2O1 (stereo unspecified)
-2,3,6,0,-2,5,2,-0.3,-1,0,O=C(CCC(=O)N(CC(=O)NC1CCCC1)c1ccc(F)cc1)Nc1nccs1
0,8,-4,4,1,3,-1,0.3,-6,-1,CCC(=O)Nc1cccc(NC(=O)CSc2nnc(C3CC3)n2C)c1
8,-3,-9,11,0,-1,0,-1.0,5,-2,COCCNc1nc(N)c([N+](=O)[O-])c(NCC2CCCO2)n1 (stereo unspecified)
-5,8,2,-10,0,4,2,-0.2,-2,0,Cc1cc(Oc2ccc(=O)n(C)n2)nc(SCc2ccccc2)n1
0,-6,10,-7,-20,6,3,0.5,0,-6,CC1(NC(=O)Nc2cc([N+](=O)[O-])ccc2O)CCS(=O)(=O)C1 (stereo unspecified)
-1,-1,2,3,4,7,3,0.4,-4,0,CCN1C(=O)[C@H]2[C@@H](c3ccc(C)cc3)N[C@]3(CCCN(Cc4ccc(C(F)(F)F)cc4)C3=O)[C@H]2C1=O
-23,-4,6,0,-3,-7,-5,-0.2,-4,-1,Cc1cc(-c2ccccc2)nc(N(C)C)c1S(C)(=O)=O
-1,-5,4,-1,0,-2,-2,-0.7,-2,-7,Cc1[nH]n(-c2ccccc2)c(=O)c1/C=N/NC(=O)c1ccoc1C
0,-3,-2,-6,0,-2,1,-0.2,-3,-1,O=C(COC(=O)c1ccc(Cl)nc1)NNC(=O)c1ccc(Cl)cc1
-3,-2,-10,-6,2,11,1,0.7,-3,0,COc1cccc(CCN2CCC(CNS(=O)(=O)c3cc(-c4cc(C)no4)ccc3C)CC2)c1
1,-1,-8,6,0,1,-1,-0.4,0,-2,Cc1ccc(NC(=O)n2ccc(-c3ccc(-n4ccnc4)cc3)n2)cc1
3,-1,-2,11,3,-2,3,-0.4,-5,3,Cc1ccc(OC2CCN(C(=O)[C@H]3O[C@@H](n4cnc5c(N)ncnc54)[C@H](O)[C@@H]3O)CC2)cc1
-3,-4,12,-2,-3,3,0,0.1,-9,-4,Cc1cc(NC(=O)c2cc(-c3ccccn3)nc3ccccc23)no1
-3,6,-11,0,0,0,1,0.1,-1,-2,Cc1ccc(NC(=O)C2CCCN(S(=O)(=O)c3c(C)noc3C)C2)c(Br)c1 (stereo unspecified)

Compounds listed so far that contain an NH in an aromatic ring:
PLC-beta3 inh,DDE Tn7 FP inh,ASAP1 GAP inh,ARFGAP1 inh,MBD2 inh,DDE Tn6 FP inh,PLC-gamma1 inh,KLK7 zymogen act,ADAM17 inh,UHRF1 MBD2 ctr,compound
-2,-5,-4,-3,-4,0,1,-0.4,0,0,O=c1[nH]c2ccc(NS(=O)(=O)c3ccc([N+](=O)[O-])cc3)cc2[nH]1
1,-6,4,-7,0,5,1,0.4,0,5,CC(C)Cn1c(=O)[nH]c2ccccc21
-2,-5,-7,-10,-2,4,-2,0.0,1,-2,Cc1[nH]n(-c2ccccc2)c(=O)c1C(=O)Nc1ccccc1
-19,-3,1,-5,3,1,-9,0.6,-3,-1,CCCc1cc(=O)[nH]c(SCC(=O)Nc2sc3c(c2C#N)CCC(C)C3)n1 (stereo unspecified)
-1,-5,4,-1,0,-2,-2,-0.7,-2,-7,Cc1[nH]n(-c2ccccc2)c(=O)c1/C=N/NC(=O)c1ccoc1C

(cont.)
PLC-beta3 inh,DDE Tn7 FP inh,ASAP1 GAP inh,ARFGAP1 inh,MBD2 inh,DDE Tn6 FP inh,PLC-gamma1 inh,KLK7 zymogen act,ADAM17 inh,UHRF1 MBD2 ctr,compound
-11,2,-10,5,5,3,-11,0.2,-6,3,O=c1[nH]c2c(s1)C(c1ccco1)C1C3CCC(C3)C1S2 (stereo unspecified)
-8,-2,10,6,11,-5,4,-0.5,2,2,COC(=O)c1c(NC(=O)Cc2cccs2)sc(C)c1C
-7,3,-10,-6,0,8,-3,0.5,3,-1,COC(=O)c1cnc(NNS(=O)(=O)c2ccc(C(F)(F)F)cc2)nc1C(F)(F)F
-62,6,-1,-12,3,4,-44,0.8,-1,-2,CC(=O)C1=C(O)C(=O)N(c2ccc(O)cc2)C1c1ccc(C)cc1 (stereo unspecified)
-70,2,-3,-1,0,-8,-51,-8.9,-266,7,COc1ccccc1-c1nc(C#N)c(N2CCc3ccccc3C2)o1
-85,7,4,1,10,-5,-84,-1.3,-7,6,O=Cc1cn(CCC(=O)O)nc1-c1cc2ccccc2o1
-9,8,-7,-5,3,0,-3,0.2,-2,-1,Cc1ccccc1NC(=O)COC(=O)COc1ccc2c(c1)CCC2
-2,0,-5,5,5,2,-4,0.8,0,22*,C[C@H]1CN([C@@H](C)CO)C(=O)c2cc(C#CCC3CCCC3)cnc2O[C@@H]1CN(C)C(=O)CC1CC1
-2,-4,4,3,8,1,0,0.1,5,4,CN(CC(=O)N1CCN(c2ccccn2)CC1)S(=O)(=O)c1ccc2ccccc2c1
-1,3,-14,-3,3,3,0,-0.3,-4,5,CCOc1ccccc1OCCOCCN1CC(C)OC(C)C1 (stereo unspecified)
5,-1,0,-2,1,0,2,-0.8,1,1,COCCNC(=O)C1CCCN(C(=O)c2ccc3sccc3c2)CC1 (stereo unspecified)
1,-3,15,3,-1,-8,1,0.8,0,0,CN(Cc1ccccc1)C(=O)c1ccc(NC(=O)Cc2ccc(NC(=O)C3CCN(C(=O)C4CCC4)CC3)cc2)cc1
1,6,-15,-4,3,6,1,0.0,-1,1,COc1cc(NC(=S)NCc2cccnc2)cc(OC)c1OC
-6,-2,-6,7,2,0,1,0.0,-1,0,CCC(C)N(C(=O)CCC(=O)Nc1cc(C)on1)C(C(=O)NC(C)(C)C)c1ccccc1Cl (stereo unspecified)
4,-4,5,-3,0,3,2,-0.1,2,2,O=C(c1ccccc1F)N1CCN(S(=O)(=O)c2ccc3c(c2)OCCO3)CC1
0,1,7,4,-2,4,-1,0.7,-3,-2,CCOC(=O)C(=O)Nc1ccccc1C(=O)NCc1ccccc1
-299,1,2,-2,2,14,-272,-1.7,-61,0,O=C(Oc1ccc2c(=O)c(Oc3ccc4ccccc4c3)coc2c1)c1cccnc1
-4,-2,-8,2,4,-1,-2,-0.6,-8,1,CCN(CC)S(=O)(=O)c1ccc(OC)c(NC(=O)c2cc(C)on2)c1
3,-5,15,5,2,2,4,0.6,4,16,CC(C(=O)Nc1nncs1)N1C(=O)C2C3C=CC(C3)C2C1=O (stereo unspecified)
-13,0,-2,2,-2,1,-1,-0.2,-2,-1,O=C(NCCCN1CCOCC1)c1cccc(NS(=O)(=O)c2ccc(Br)cc2)c1
2,-12,3,7,-4,0,-6,0.0,1,-1,CC(=O)Nc1ccc(/C(C)=N/Nc2nc(N3CCOCC3)nc(N3CCOCC3)n2)cc1
-3,-6,-3,-2,1,6,9,-0.4,-3,1,COc1ccc(OC)c(NC(=O)CSc2nc3nc(C)cc(C)n3n2)c1
i,5,7,-11,2,3,-378,-19,-58,0,O=C(N/N=C/c1ccc2cccc(OCc3ccccc3)c2n1)c1ccc(Br)cc1
0,2,13,3,4,-4,1,0.4,-3,2,CCCOc1cccc(C(=O)Nc2cccnc2)c1
-9,0,6,2,-3,-8,-8,-0.2,-1,-2,COC(=O)c1cc2c(c3c4ccccc4n(S(=O)(=O)c4ccc(C)cc4)c13)C(=O)N(C)C2
-5,1,12,5,0,12,-3,0.2,-1,1,Cc1ccc(C(=O)Nc2ccc(F)cc2F)o1

Of the compounds above, two contain a cyano group.
PLC-beta3 inh,DDE Tn7 FP inh,ASAP1 GAP inh,ARFGAP1 inh,MBD2 inh,DDE Tn6 FP inh,PLC-gamma1 inh,KLK7 zymogen act,ADAM17 inh,UHRF1 MBD2 ctr,compound
-19,-3,1,-5,3,1,-9,0.6,-3,-1,CCCc1cc(=O)[nH]c(SCC(=O)Nc2sc3c(c2C#N)CCC(C)C3)n1 (stereo unspecified)
-70,2,-3,-1,0,-8,-51,-8.9,-266,7,COc1ccccc1-c1nc(C#N)c(N2CCc3ccccc3C2)o1
